# Screening data (PubChem BioAssay)
# GPR55 LPI antagonism: GPR55 antagonists blocking LPI-driven arrestin recruitment, primary screen, imaging, U2OS, beta-arrestin-GFP, LPI agonist (AID 2013). one-dose inhibition, % at 10 µM; IC50 in µM for titrated hits. actives 0.13% (n = 290,000). G-protein coupled receptor 55 (Homo sapiens). U2OS GPR55 beta-arrestin-GFP translocation imaging, LPI antagonism; higher % means a stronger effect;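 active = spots per cell inhibited over 60%, with over 100 cells counted and total cytoplasm intensity under 500,000; inconclusive = wells with under 100 cells, flagged as likely toxic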;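 note: U2OS cells stably carrying GPR55 and arrestin-GFP stimulated by 5 µM LPI near EC80; imaged beta-arrestin-GFP aggregate spots per cell after agonist stimulation; plate controls were LPI-stimulated DMSO wells for no effect and DMSO wells without LPI for full effect; some results filed as inactive read as strong as hits; confirmed hits need IC50 under 10 µM and bright autofluorescent wells are also inconclusive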
# NOD2 inhibition: NOD2 signaling inhibitors, cell-based, luminescence, uHTS, HEK293 (AID 1566); HEK293 NOD2/NF-kB luciferase reporter, luminescence; higher % means a stronger effect; one-dose inhibition, % at 4 µM; EC50 in µM for titrated hits; actives 0.63% (n = 290,000); note: many of its hits are not listed in these tables
# KOR beta-arrestin-1: KOR antagonists, beta-arrestin recruitment, cell-based, luminescence, uHTS (AID 1778); Kappa-type opioid receptor (Homo sapiens); KOR beta-arrestin recruitment, luminescence, antagonist mode; higher % means a stronger effect; inhibition, % at 10 µM; hits with a dose series show IC50 in µM; actives 0.091% (n = 290,000); note: strong numbers were not always called active
# Myeloid diff 2: induction of myeloid progenitor differentiation, primary screen, cell-based, flow cytometry, MLPCN library. calls only at 10 µM. ER-HoxA9 myeloid progenitors, lysozyme-GFP differentiation. actives 1% (n = 360,000);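 active = normalized GFP-positive differentiation at or above the plate's own cutoff, the solvent-only control mean plus 3 SD; inconclusive = no clear call, values can overlap the other calls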;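 note: cells exposed to compound for four days before flow analysis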
# GPR55 activation: GPR55 agonists via beta-arrestin recruitment, primary screen, imaging, U2OS cells, beta-arrestin-GFP redistribution (AID 1961). actives 0.048% (n = 290,000). G-protein coupled receptor 55 (Homo sapiens). activation, % at 10 µM; hits with a dose series show EC50 in µM. U2OS GPR55 beta-arrestin-GFP redistribution imaging; higher % means a stronger effect;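 active = activation above 40% with more than 50 cells counted in the well; inconclusive = wells holding fewer than 50 cells, flagged as toxic or sparse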;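 note: U2OS osteosarcoma cells stably expressing GPR55 and beta-arrestin-GFP; plate controls were DMSO negative control for no effect and LPI positive control for full effect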
# KOR beta-arrestin-2: KOR agonists, beta-arrestin recruitment, primary screen, cell-based, luminescence, uHTS (AID 1777) | Kappa-type opioid receptor (Homo sapiens) | KOR beta-arrestin recruitment, luminescence; higher % means a stronger effect | activation, % at 10 µM, or EC50 in µM where a hit was titrated | actives 0.02% (n = 280,000); in the data active = activation above about 50%, passing the limit was not always enough; note: a part of the inactive calls stands beside numbers as strong as those of hits
# GPR35 arrestin U2OS: GPR35 antagonists blocking zaprinast-driven arrestin recruitment, primary screen, imaging, U2OS, beta-arrestin-GFP, zaprinast agonist (AID 2058) | G-protein coupled receptor 35 (Homo sapiens) | U2OS GPR35 beta-arrestin-GFP translocation imaging, zaprinast antagonism; higher % means a stronger effect | inhibition, % at 10 µM; hits with a dose series show IC50 in µM | actives 0.052% (n = 290,000);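 active = inhibition of at least 50% with at least 30 cells and total cytoplasm GFP at most 10,000,000; inconclusive = under 30 cells or total GFP of 10,000,000 plus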
# HIV peptide binding: inhibitors of HIV fusion peptide binding, primary screen, biochemical, uHTS, fluorescence dequenching (AID 1986). cell-free peptide binding, fluorescence dequenching, 30 min; higher % means a stronger effect. actives 0.3% (n = 290,000). inhibition, % at 20 µM, or IC50 in µM where a hit was titrated; in the data active = inhibition mostly above about 52%, no sharp cut-off; inactive = mostly below about 76%; note: some results filed as inactive read as strong as hits
# NOD1 inhibition: NOD1 signaling inhibitors, primary screen, cell-based, luminescence, uHTS (AID 1578) | NOD1-driven NF-kB luciferase reporter cells, luminescence; higher % means a stronger effect | one-dose inhibition, % at 4 µM; EC50 in µM for titrated hits | actives 1% (n = 290,000); in the data active = inhibition mostly above about 36%, no sharp cut-off; inactive = mostly below about 34%;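 note: HEK-293T reporter cells stimulated with the NOD1 agonist gamma-tri-DAP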
# Myeloid diff 2 GFP+ MAC1+ %: further read-out of Myeloid diff 2, marked with its call; GFP+ MAC1+ double positive, %; measured here: differentiation confirmed by MAC1 staining
# An asterisk follows results filed as active; i = inactive; ? = inconclusive; nt = not tested or not shown; + = active, no number; [ ] = remark or other dose. Cut-off read from the data, not from the text of the source, unless noted: active = inhibition above about 50%; inactive = the rest.
SMILES,GPR55 LPI antagonism,NOD2 inhibition,KOR beta-arrestin-1,Myeloid diff 2,Myeloid diff 2 GFP+ MAC1+ %,GPR55 activation,KOR beta-arrestin-2,GPR35 arrestin U2OS,HIV peptide binding,NOD1 inhibition
Cc1ncsc1CCC(=O)N1CCCC(C(=O)c2ccc3c(c2)OCO3)C1 (stereo unspecified),-2%,-18%,-24%[20 µM],i,0.5,0.2%,-6.8%,14%,-2.1%,-16%
O=C1S/C(=C/c2ccc(N3CCOCC3)o2)C(=O)N1Cc1c(F)cccc1Cl,?,-6%,0%,+,10*,0.0%,6.1%,?,142%,22%
CCOC(=O)NC(=O)COC(=O)Cc1cc(OC)c(OC)c(OC)c1,11%,9%,-33%,i,0.5,-0.1%,2.8%,3%,1.3%,-4%
O=C(CN(C(=O)CNS(=O)(=O)c1ccc(F)cc1)c1cccc(F)c1)NCC1CCCO1 (stereo unspecified),-8%,-6%,-12%,i,0.6,-0.2%,5.8%,-3%,1.2%,-21%
CCn1cc(Br)c(C(=O)NCc2ccco2)n1,-12%,2%,-9%,i,8.1,-0.1%,0.6%,-10%,1.5%,-12%
CN(C)S(=O)(=O)c1ccc(Cl)c(C(=O)NCC2CCCCC2)c1,3%,-7%,-23%,i,0.9,0.1%,2.2%,-4%,0.4%,-12%
Cc1ccc(NC2=Nc3ccccc3CS2)cc1,28%,-307%,9%,i,0.2,0.2%,-3.9%,9%,-0.8%,-18%
Cn1c(C(=O)NCc2ccccc2)cc2oc3ccccc3c21,-14%,-20%,10%,i,0.4,-0.1%,-2.9%,10%,-0.3%,-10%
COc1ccc(Nc2nc(-c3cccc(OC)c3O)nc3ccccc23)cc1,-4%,-2%,-110%,i,0.3,0.0%,-2.3%,4%,-2.1%,-7%
COc1ccc(Nc2cc(C)nc3ncnn23)cc1Cl,-12%,-4%,-11%,i,0.6,-0.2%,-1.6%,7%,-1.7%,-14%
COCCCNC(=O)c1c(N)n(-c2ccc3c(c2)OCO3)c2nc3ccccc3nc12,3%,-4%,-15%,i,0.3,0.2%,32%,0%,-1.9%,-44%
CN1CCN(C(=O)c2cc3ccccc3[nH]2)CC1,9%,11%,-36%[20 µM],i,0.4,0.0%,-3.6%,4%,-0.3%,-24%
COc1cc(/C=C2\SC(=Nc3cccnc3)NC2=O)cc(OC)c1OC,-27%,-1%,-6%,i,1.2,0.1%,6.3%,8%,15%,1%
CCCn1c(C)cc(C(=O)COC(=O)c2c(C)nn(-c3ccccc3)c2C)c1C,10%,49%,-8%,i,1.1,0.2%,7.9%,-12%,-2.6%,29%
COC(=O)C(NC(=O)c1ccccc1C)(Nc1ncc(S(=O)(=O)c2ccc([N+](=O)[O-])cc2)s1)C(F)(F)F (stereo unspecified),14%,-12%,18%,i,1.0,-0.1%,5.4%,-4%,-2.4%,-14%
COc1cc(OC)c(C(=O)NC2CC(C)(C)NC(C)(C)C2)cc1OC,5%,1%,32%,i,0.7,-0.1%,-2.3%,10%,-1.0%,-9%
COc1ccc(/C=C/C(=O)OCC(=O)Nc2cccc(C(C)=O)c2)cc1,2%,-7%,-3%,i,0.5,1.0%,1.7%,3%,13%,-26%
CC(=O)Nc1cccc(Oc2ccc(-c3noc(C)n3)cc2)c1,-2%,-74%,7%,i,1.4,0.3%,0.8%,-7%,-1.1%,-48%
CCCCNc1cc(C)oc(=O)c1C(C)=O,-1%,5%,20%,i,0.6,1.4%,-0.2%,0%,-0.5%,-14%
O=C1c2ccccc2NC(c2cccc([N+](=O)[O-])c2)N1O (stereo unspecified),1%,14%,-7%,i,0.6,-0.1%,1.2%,-8%,-1.8%,-7%
COc1ccc(-c2nnc3sc(C(C)N4C(=O)c5ccccc5C4=O)nn23)cc1 (stereo unspecified),2%,0%,19%,i,1.3,0.0%,-5.4%,5%,-3.6%,-10%
COc1cc(C(=O)NC(C(=O)Nc2cccc(C(C)=O)c2)C(C)C)cc(OC)c1OC (stereo unspecified),14%,11%,4%,i,0.4,-0.2%,-3.8%,10%,-1.2%,-14%
Cc1cccc(CCN(CC(=O)NC2CCCCC2)C(=O)c2csnn2)c1,13%,6%,-3%[20 µM],i,0.4,0.2%,nt,-5%,0.5%,-32%
CCCNS(=O)(=O)c1ccc2c(c1)n(C)c(=O)n2C,-9%,-4%,1%,i,0.4,0.2%,-1.5%,6%,-0.3%,-44%
O=C(/C=C/c1cccc(F)c1)N1CCN(c2ccccn2)CC1,8%,-24%,nt,i,0.2,0.3%,3.3%,6%,-0.2%,-7%
O=C(Cc1n[nH]c(=O)[nH]c1=O)N/N=C/c1ccccc1,15%,14%,11%,i,1.7,0.0%,-2.5%,3%,4.9%,-3%
O=C(Cn1c(=O)c2cccn2c2ccccc21)Nc1ccc(F)cc1F,-22%,19%,-10%,i,0.7,-0.2%,-3.8%,-2%,12%,-12%
COc1ccc(-c2nnc3sc(-c4ccc(Br)o4)nn23)cc1OC,-1%,6%,-5%,nt,nt,-0.2%,2.8%,8%,-4.3%,-6%
N#CC1(c2ccccc2)CCN(S(=O)(=O)c2ccc(OC(F)(F)F)cc2)CC1,-7%,-1%,-29%,nt,nt,0.0%,4.7%,-1%,-1.6%,1%
COc1cccc(C(=O)NNC(=O)CCC(=O)O)c1,10%,12%,30%,i,1.1,-0.1%,-0.4%,3%,-0.7%,-6%

# Two of the compounds above, with two lines to a compound.
# Each structure is followed by: GPR55 LPI antagonism | NOD2 inhibition | KOR beta-arrestin-1 | Myeloid diff 2 | Myeloid diff 2 GFP+ MAC1+ % | GPR55 activation | KOR beta-arrestin-2 | GPR35 arrestin U2OS | HIV peptide binding | NOD1 inhibition
- CCCCNc1cc(C)oc(=O)c1C(C)=O
    -1% | 5% | 20% | i | 0.6 | 1.4% | -0.2% | 0% | -0.5% | -14%
- COc1cccc(C(=O)NNC(=O)CCC(=O)O)c1
    10% | 12% | 30% | i | 1.1 | -0.1% | -0.4% | 3% | -0.7% | -6%

# The list goes on:
SMILES,GPR55 LPI antagonism,NOD2 inhibition,KOR beta-arrestin-1,Myeloid diff 2,Myeloid diff 2 GFP+ MAC1+ %,GPR55 activation,KOR beta-arrestin-2,GPR35 arrestin U2OS,HIV peptide binding,NOD1 inhibition
COc1ccc(CN2CCC(=O)N([C@H](CO)Cc3ccccc3)CC2)cc1,2%,5%,-28%[20 µM],i,1.4,0.0%,-5.3%,7%,1.0%,-16%
CCOC(=O)c1c(C)[nH]c(C(=O)OCc2ccccc2)c1C,9%,-108%,16%,i,0.5,-0.1%,2.1%,2%,-0.8%,-3%
CC(C)c1nnc(NC(=O)CCCCCN2C(=O)C3C4C=CC(C4)C3C2=O)s1 (stereo unspecified),2%,6%,-20%,i,3.4,-0.2%,-4.6%,4%,-2.8%,-4%
CCN(CC)CCNC(=O)C(=O)NCC1OCCN1S(=O)(=O)c1ccc(Cl)cc1 (stereo unspecified),14%,15%,-10%,nt,nt,0.0%,-0.7%,-2%,1.9%,-32%
Cc1csc2c(=O)sc(NC(=O)c3cccs3)nc12,-9%,26%,-22%,i,1.0,0.0%,2.3%,-15%,-2.0%,9%
O=C(CSc1nncn1-c1ccccc1)Nc1ccc(F)cc1F,7%,13%,-53%,i,0.7,1.3%,1.0%,-3%,-0.7%,-18%
Oc1ccc(N2CCN(C(c3ccccn3)c3nnnn3C3CCCC3)CC2)cc1 (stereo unspecified),9%,-2%,-3%,i,1.7,-0.5%,-1.4%,-8%,6.3%,-26%
COc1cccc(C2C(C(=O)c3cc4cccc(OC)c4o3)=C(O)C(=O)N2c2cc(C)on2)c1OC (stereo unspecified),11%,19%,21%,i,0.9,-0.2%,1.4%,1%,12%,nt
CCN(CC)CCNc1ncnc2c1sc1nc(N3CCOCC3)c3c(c12)CCCC3,34%,8%,14%,i,0.9,-0.1%,-2.1%,-2%,-2.3%,-9%
Cc1ccc(NC(=O)CCc2ccc(C)o2)c(C)c1,-12%,-3%,-10%,i,1.3,-0.1%,5.8%,4%,-0.3%,35%
Cc1nc(N2CCN(C)CC2)c2sc(=S)n(-c3ccccc3)c2n1,1%,-14%,2%,i,3.6,-0.1%,-4.3%,-18%,0.0%,-9%
FCCCOc1ccc(/C=N/OCc2ccc(Cl)cc2Cl)cc1,-3%,6%,6%,i,0.5,0.0%,12%,-9%,1.6%,6%
COc1ccccc1-n1c(=O)oc2ccc(Cl)cc2c1=O,-6%,11%,19%,i,0.6,-0.1%,-1.5%,4%,-0.5%,57%
CC1=CCC2C(=O)N(c3ccc(C)c(Br)c3)C(=O)C2C1 (stereo unspecified),-1%,16%,16%,i,5.5,0.2%,-1.5%,-5%,-2.2%,-11%
Cc1ccc2nc(SC(C)C(=O)NC3CCCc4ccccc43)[nH]c2c1 (stereo unspecified),0%,10%,12%,i,0.3,-0.1%,-1.8%,-4%,1.4%,16%
COc1cccc(N(CC(=O)NC2CCCCC2)C(=O)CCC(=O)Nc2nccs2)c1,1%,8%,14%,i,0.4,nt,-0.8%,19%,-2.3%,-18%
O=C(Nc1ccc(Cl)cn1)C1CCCN1S(=O)(=O)c1ccccc1 (stereo unspecified),88%,5%,-4%,i,0.4,-0.1%,-4.1%,19%,-0.2%,-14%
CCCC(CCC)=NNc1ccc(S(=O)(=O)Nc2ccccc2OC)cc1[N+](=O)[O-],21%,3%,-13%,i,0.8,0.1%,-1.0%,-7%,-4.6%,22%
C/C(=N\Nc1ccccc1C)c1cccnc1,14%,7%,12%,i,1.1,-0.1%,-3.5%,3%,-3.1%,1%
CC1CC(C)CN(c2ncc3c(n2)CC(c2ccccc2)CC3=O)C1 (stereo unspecified),12%,-3%,1%,+,7.9*,-0.1%,1.2%,5%,-1.1%,24%
COc1ccc(S(=O)(=O)N(C)c2ccc(C(=O)NCC3CCCO3)cc2)cc1OC (stereo unspecified),20%,-3%,30%,i,1.1,-0.1%,-4.6%,13%,-1.1%,3%
COCCN(CCOC)S(=O)(=O)c1ccc(OC)cc1,-5%,-2%,4%,i,0.2,-0.1%,5.0%,13%,0.8%,16%
CCS(=O)(=O)c1ncc(Cl)c(C(=O)Nc2ccc(S(=O)(=O)N3CCCC(C)C3)cc2)n1 (stereo unspecified),8%,-1%,33%,?,nt,-0.2%,-6.9%,-19%,-2.1%,-28%
NC(=S)Nc1c(Cl)cccc1Cl,-9%,31%,5%,i,1.4,0.1%,-1.8%,13%,0.1%,9%

# Some of the compounds tested; rates above refer to the full screens.
